Screening data as filed in PubChem BioAssay.
ABCB6 inh MLPCN – blocks the human ABCB6 transporter; fluorescence ratio to DMSO, % at 10 µM; K562-ABCB6 porphyrin accumulation, flow cytometry, 1 h; active compounds read low; actives 0.19% (n = 360,000); Q9NP58;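 active = fluorescence ratio to DMSO below 75%, the collection mean minus 3 SD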;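 also: signal is porphyrin accumulated inside mitochondria; 100% equals median channel fluorescence of DMSO control wells; lower ratio means ABCB6 inhibition with less porphyrin fluorescence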
iPSC survival up – increases survival of single human iPS cells; hiPSC single-cell survival, ATPlite luminescence; 100% = ROCK inhibitor wells, 0% = DMSO; actives 0.044% (n = 360,000); survival enhancement, % at 20 µM; in the data active = survival enhancement above about 18%;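 also: cells exposed to compounds for 16 hours before the ATP read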
HTR2A ag – mouse HTR2A agonism via beta-arrestin recruitment | P35363 | CHO-K1 mHTR2A beta-arrestin complementation, luminescence; percent of 30 µM serotonin response | actives 0.66% (n = 360,000) | AID 624169 | activation, % at 7.6 µM;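 active = activation above a run cutoff, the mean activation of all tested compounds plus 3 SD, cut at about 14% in these data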;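 also: 0% = plate median of compound wells and 100% = 30 µM serotonin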
Target sequence (P35363 whole entry, looked up): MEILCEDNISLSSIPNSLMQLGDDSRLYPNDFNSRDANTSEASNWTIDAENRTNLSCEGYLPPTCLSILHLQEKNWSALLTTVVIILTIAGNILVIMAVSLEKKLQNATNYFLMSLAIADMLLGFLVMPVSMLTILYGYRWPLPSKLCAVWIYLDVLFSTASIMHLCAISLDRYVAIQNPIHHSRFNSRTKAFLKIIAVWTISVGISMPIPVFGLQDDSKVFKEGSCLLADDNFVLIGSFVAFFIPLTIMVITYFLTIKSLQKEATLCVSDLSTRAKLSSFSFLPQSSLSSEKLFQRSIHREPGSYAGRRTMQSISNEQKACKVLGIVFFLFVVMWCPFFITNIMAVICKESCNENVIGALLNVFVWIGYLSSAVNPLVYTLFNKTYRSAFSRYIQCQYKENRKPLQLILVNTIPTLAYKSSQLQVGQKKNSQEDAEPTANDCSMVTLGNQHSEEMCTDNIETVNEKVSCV
MC4R antagonist – antagonists of human melanocortin 4 receptor (MC4R) | P32245 | MC4R-expressing cells, MTII-stimulated cAMP, LANCE TR-FRET | inhibition, % at 6.5 µM | actives 0.48% (n = 360,000) | AID 540295;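 active = inhibition above its plate's cutoff, the mean of tested wells on that plate plus 3 SD, cut at about 29% in these data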;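 also: 0% = Melanotan II alone and 100% = Melanotan II plus saturating MCL0020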
Target sequence (P32245 whole entry, looked up): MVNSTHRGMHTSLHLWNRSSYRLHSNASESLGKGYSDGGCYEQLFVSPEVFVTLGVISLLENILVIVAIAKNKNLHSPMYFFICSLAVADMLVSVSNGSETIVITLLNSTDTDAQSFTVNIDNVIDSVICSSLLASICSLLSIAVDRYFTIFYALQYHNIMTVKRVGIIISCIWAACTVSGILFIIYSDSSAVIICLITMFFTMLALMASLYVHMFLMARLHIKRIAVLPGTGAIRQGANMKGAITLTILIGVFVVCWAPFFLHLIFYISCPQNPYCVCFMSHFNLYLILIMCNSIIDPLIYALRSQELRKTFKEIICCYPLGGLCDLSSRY
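system = U2OS cells with stable human MC4R expression | also added = Melanotan II challenge after compound preincubation | dosing = one concentration, 6.5 µM nominal | incubation = compound 30 min, challenge 1 h, detection 1 h | measured by = TR-FRET with Eu-cAMP and labeled anti-cAMP, 671 nm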
ABHD5 PLIN5 PPI – ABHD5-PLIN5 protein interaction inhibition; actives 0.78% (n = 360,000); AID 602281; Q00G26+Q8WTS1; inhibition, % at 4 µM; Split G. princeps luciferase complementation, luminescence, 4 h;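 active = inhibition above the mean inhibition across every tested compound plus 3 SD, cut at about 22% in these data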;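 also: 0% = DMSO only wells and the 100% control is not disclosed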
aDG glyco up – alpha-DG glycosylation activation; Pro5-aDG cells, alpha-DG glycosylation AlphaScreen (IIH6); 0% Pro5, 100% B10-LARGE cell signal; activation, % at 10 µM; actives 0.22% (n = 360,000);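 active = activation of at least 8% versus controls, or a plate z-score of at least 8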;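 also: Pro5 are CHO cells carrying HIG-tagged alpha-DG that lacks glycosylation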
MC4R ag barr – human MC4R agonism via beta-arrestin | AID 540308 | actives 0.98% (n = 360,000) | activation, % at 8.9 µM | P32245 | U2OS MC4R beta-arrestin complementation, luminescence; percent of melanotan II response, DMSO zero;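 active = activation above a per-plate cutoff, the mean activation of sample wells on that plate plus 3 SD, cut at about 8% in these data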
Granule exo inh – lytic granule exocytosis inhibition; TALL-104 LAMP-1 surface exposure, flow cytometry; cells stimulated with thapsigargin and PMA; inhibition, % at 10 µM; actives 0.66% (n = 360,000); AID 651702;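 active = inhibition above about 55%, limit read from the data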
N-glyco inh – blocks N-linked glycosylation in D54 reporter cells; reporter increase, % at 12.5 µM; actives 0.23% (n = 360,000); D54 ERlucT glycosylation luciferase reporter, 24 h; percent of 100 nM tunicamycin response;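 active = mean luciferase reporter signal, scaled so untreated is 0 and the glycosylation-blocking control 100, at or above a set limit in every replicate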;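 also: luciferase carries N-glycosylation sites so blocking glycosylation raises the light; 0% = median of neutral control wells and 100% = median of 100 nM tunicamycin wells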
H9c2 protect – myocardial damage modulation in H9c2 cells | H9c2 cardiomyocytes, H2O2 injury protection, ATPLite, 2 h | protection from H2O2 cell death, % at 20 µM | AID 588492 | actives 0.63% (n = 360,000);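 active = compounds giving at least 50% protection of heart cells from peroxide-induced death in the single-dose screen, raw or plate-pattern-corrected value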;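 also: 0% = DMSO wells with peroxide and 100% = DMSO wells without peroxide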
* = called active by the depositor; x = not tested or not shown; & = joins results of further samples. Not all compounds are listed, so the mix of outcomes need not match the whole.

#1 CCC1C(c2cc(OC)c(OC)c(OC)c2)c2cc3c(cc2OC1N1CCCC1)OCO3 (configuration not stated)
#2 Cc1nccn1Cc1ccc(Cl)nc1
#3 O=C(Cc1c(Cl)cccc1Cl)N1CCN(Cc2ccccc2)CC1
#4 COc1cc(/C=C(/C)[N+](=O)[O-])ccc1OCc1ccccc1Cl
#5 C[C@H](NC(=O)N1C[C@H]2C[C@@H](C1)c1cccc(=O)n1C2)C(=O)Nc1ccccc1F
#6 CN1CCN(c2ccc(NC(=O)Oc3ccccc3)cc2)CC1

screen / no.	1	2	3	4	5	6
aDG glyco up	0.1	-0.2	-0.1	-0.8	0.1	0.4
MC4R ag barr	-0.8	-2.5	0.7	-5.5	-0.4	-0.2
MC4R antagonist	-33	4	1	32*	-1	0
ABHD5 PLIN5 PPI	9	-1	1	90*	-4	-1
ABCB6 inh MLPCN	99	97	98	88	101	111
HTR2A ag	-4	0	-4	-6	0	-2
H9c2 protect	-1	1	5	-10	1	3
iPSC survival up	3.2	-0.1	0.2	-2.6	1.8	1.9
N-glyco inh	17	1	-4	-12	-1	3
Granule exo inh	-2	-2	12	85*	-6	1

#7 COC(=O)C(O)(c1cn(C)c2ccccc12)C(F)(F)F (configuration not stated)
#8 Cc1cc(OCc2nn[nH]n2)c2c3c(c(=O)oc2c1)CCC3
#9 COC(=O)C1=C(c2ccc(F)cc2F)C[C@@H]2CC[C@H]1N2C(=O)N1CCCC1
#10 CN1C(=O)N(C)C(=O)C(NS(=O)(=O)c2ccc(N)cc2)(c2ccccc2)C1=O
#11 CN1CCC2(CC1)C(C#N)=C(N)NC(S)=C2C#N
#12 CCOC(=O)C(O)(c1ccc(N=c2ccccn2C)cc1)C(F)(F)F (configuration not stated)

screen / no.	7	8	9	10	11	12
aDG glyco up	0.0	0.0	-0.2	-0.3	-0.2&-0.5	-0.1
MC4R ag barr	0.4	-0.8	-0.9	0.6	0.3&3.2	-1.4
MC4R antagonist	11	-2	2	7	8&10	13
ABHD5 PLIN5 PPI	11	5	0	9	-12&-5	2
ABCB6 inh MLPCN	107	103	99	110	128&127	103
HTR2A ag	5	4	2	5	2&4	-3
H9c2 protect	-6	6	-1	8	4&-2	-3
iPSC survival up	3.8	-1.5	-2.0	-1.7	-0.6&-2.0	-0.6
N-glyco inh	1	1	-2	-1	1&1	1
Granule exo inh	-1	2	8	0	0&0	-2

#13 O=C1CN(C(=O)COC(=O)Cc2ccccc2)c2ccccc2N1
#14 COC(=O)C1=C(c2c(C)noc2C)C[C@@H]2CC[C@H]1N2C(=O)NCCOc1ccccc1
#15 Nc1ccc2ccc3cccc[n+]3c2c1
#16 Brc1ccc2c(c1)-n1nncc1CN(CC1CCCCC1)C2
#17 C[C@]1(O)CC[C@H]2[C@@H]3CCC4=CC(=O)CC[C@]4(C)[C@@]3(F)[C@@H](O)C[C@@]21C
#18 CCOc1cc2c(cc1OCC)-n1cccc1C(c1ccc(OC(F)F)cc1)NC2 (configuration not stated)

screen / no.	13	14	15	16	17	18
aDG glyco up	-0.4	0.1	-0.1	-0.3	2.7	0.3
MC4R ag barr	-1.9	1.1	-0.3	x	-1.2	0.3
MC4R antagonist	9	5	-6	x	3	-3
ABHD5 PLIN5 PPI	-5	2	-1	-5	5	2
ABCB6 inh MLPCN	91	94	560	102	97	99
HTR2A ag	-1	-1	0	4	6	-7
H9c2 protect	6	8	4	-2	5	-9
iPSC survival up	-0.3	0.1	-0.6	1.6	1.8	-0.3
N-glyco inh	3	-1	-1	-1	1	-3
Granule exo inh	1	4	21	0	-5	21

Looked up one by one from the list above, 4 records:
#16 Brc1ccc2c(c1)-n1nncc1CN(CC1CCCCC1)C2
#18 CCOc1cc2c(cc1OCC)-n1cccc1C(c1ccc(OC(F)F)cc1)NC2 (configuration not stated)
#13 O=C1CN(C(=O)COC(=O)Cc2ccccc2)c2ccccc2N1
#17 C[C@]1(O)CC[C@H]2[C@@H]3CCC4=CC(=O)CC[C@]4(C)[C@@]3(F)[C@@H](O)C[C@@]21C

screen / no.	16	18	13	17
aDG glyco up	-0.3	0.3	-0.4	2.7
MC4R ag barr	x	0.3	-1.9	-1.2
MC4R antagonist	x	-3	9	3
ABHD5 PLIN5 PPI	-5	2	-5	5
ABCB6 inh MLPCN	102	99	91	97
HTR2A ag	4	-7	-1	6
H9c2 protect	-2	-9	6	5
iPSC survival up	1.6	-0.3	-0.3	1.8
N-glyco inh	-1	-3	3	1
Granule exo inh	0	21	1	-5

Additional entries
#19 N#Cc1ccccc1OCC(=O)N1CCN(CC(=O)Nc2ccc(F)cc2)CC1
#20 CCOC(=O)CCN=Cc1c(O)n(-c2ccc(Br)cc2)c(=O)[nH]c1=O
#21 CC1(C(O)(C#CCN2CCCCC2)c2ccccc2)CCCC1 (configuration not stated)
#22 CCOP(=O)(OCC)C(O)c1ccccc1 (configuration not stated)
#23 CCN1CCN(C(=O)COc2cc(=O)n(CC)c3ccccc23)CC1
#24 CCCn1c(C(=O)c2ccccc2)nc2ccccc21

screen / no.	19	20	21	22	23	24
aDG glyco up	0.9	-0.2	0.3	-0.1	-0.1	-0.1
MC4R ag barr	-3.7	-2.7	-0.1	-0.9	-0.9	1.5
MC4R antagonist	5	9	20	-4	4	0
ABHD5 PLIN5 PPI	-1	3	2	-2	3	-13
ABCB6 inh MLPCN	98	120	93	97	101	101
HTR2A ag	-2	7	-2	16*	7	9
H9c2 protect	0	9	-19	-2	0	-2
iPSC survival up	-0.3	-1.6	2.2	0.1	-2.7	0.2
N-glyco inh	1	0	-2	1	6	-1
Granule exo inh	-10	-1	0	0	-5	-12

As a short view, part of the list above:
#18 CCOc1cc2c(cc1OCC)-n1cccc1C(c1ccc(OC(F)F)cc1)NC2 (configuration not stated)
#19 N#Cc1ccccc1OCC(=O)N1CCN(CC(=O)Nc2ccc(F)cc2)CC1
#20 CCOC(=O)CCN=Cc1c(O)n(-c2ccc(Br)cc2)c(=O)[nH]c1=O
#21 CC1(C(O)(C#CCN2CCCCC2)c2ccccc2)CCCC1 (configuration not stated)

screen / no.	18	19	20	21
aDG glyco up	0.3	0.9	-0.2	0.3
MC4R ag barr	0.3	-3.7	-2.7	-0.1
MC4R antagonist	-3	5	9	20
ABHD5 PLIN5 PPI	2	-1	3	2
ABCB6 inh MLPCN	99	98	120	93
HTR2A ag	-7	-2	7	-2
H9c2 protect	-9	0	9	-19
iPSC survival up	-0.3	-0.3	-1.6	2.2
N-glyco inh	-3	1	0	-2
Granule exo inh	21	-10	-1	0

Next part:
#25 C#CCN1CCN(c2cccc(C(F)(F)F)c2)CC1
#26 CN1CC2CN(Cc3ccccc3)S(=O)(=O)C2C1 (configuration not stated)
#27 COc1ccc(NS(=O)(=O)c2ccc(OCC(=O)N3CCN(C)CC3)cc2)cc1Cl
#28 N#CCCn1cc(C(=O)Nc2ccccc2Br)c(-c2ccc([N+](=O)[O-])cc2)n1
#29 COc1c(C=C2C(=O)NC(=O)NC2=O)c(CCN(C)C(=O)c2ccccc2)cc2c1OCO2
#30 O=c1[nH]c(=O)n(CCc2ccccc2)c(O)c1C=NC1CC1

screen / no.	25	26	27	28	29	30
aDG glyco up	-0.1	-0.3	0.2	0.1	0.0	0.0
MC4R ag barr	-0.4	x	-0.5	-2.4	-1.1	-1.5
MC4R antagonist	9	x	-2	9	4	-9
ABHD5 PLIN5 PPI	2	-2	3	-5	13	1
ABCB6 inh MLPCN	97	102	100	99	96	100
HTR2A ag	-3	-1	-9	5	-2	-3
H9c2 protect	6	3	1	4	0	5
iPSC survival up	-0.4	6.3	-0.5	0.6	0.3	-0.5
N-glyco inh	3	0	-2	2	1	0
Granule exo inh	8	-1	2	-2	0	-3

#31 NP(=O)(OCCCc1ccccc1)Oc1ccccc1 (configuration not stated)
#32 c1cc2c(cc1[C@H]1OC[C@H]3[C@@H]1CO[C@H]3c1ccc3c(c1)OCO3)OCO2
#33 CC(=O)O[C@@]12CO[C@@H]1C[C@H](O)[C@@]1(C)C(=O)[C@H](O)C3=C(C)[C@@H](OC(=O)[C@H](O)[C@@H](NC(=O)c4ccccc4)c4ccccc4)C[C@@](O)([C@@H](OC(=O)c4ccccc4)C12)C3(C)C (some centres not stated)
#34 O=C1CC(=O)N(c2ccccc2)C(=O)N1
#35 O=c1nc(/C=C/c2ccc(Cl)cc2Cl)cc(C(F)(F)F)[nH]1
#36 NC12CN3CN(CN(C3)C1)C2 (tested in a mixture with another compound)

screen / no.	31	32	33	34	35	36
aDG glyco up	0.1	0.0	-0.5	0.0	0.1	-0.4
MC4R ag barr	-2.3	2.2	-0.7	-1.1	0.8	-1.4
MC4R antagonist	-3	-5	3	9	1	13
ABHD5 PLIN5 PPI	-4	-9	2	29*	36*	2
ABCB6 inh MLPCN	98	98	101	92	98	97
HTR2A ag	-5	-2	-3	1	-3	5
H9c2 protect	5	-4	1	1	-8	10
iPSC survival up	-0.9	6.0	-1.4	6.5	-0.2	0.3
N-glyco inh	-1	4	7	3	0	3
Granule exo inh	2	10	-6	-4	3	-3

2 entries from above, bar-delimited.
nr | Molecule | aDG glyco up | MC4R ag barr | MC4R antagonist | ABHD5 PLIN5 PPI | ABCB6 inh MLPCN | HTR2A ag | H9c2 protect | iPSC survival up | N-glyco inh | Granule exo inh
6 | CN1CCN(c2ccc(NC(=O)Oc3ccccc3)cc2)CC1 | 0.4 | -0.2 | 0 | -1 | 111 | -2 | 3 | 1.9 | 3 | 1
15 | Nc1ccc2ccc3cccc[n+]3c2c1 | -0.1 | -0.3 | -6 | -1 | 560 | 0 | 4 | -0.6 | -1 | 21

Next part:
#37 CC12Cc3cnoc3C=C1CCC1C2CCC2(C)C1CCC2(C)O (configuration not stated)
#38 CC1OC(OC2CC(O)C3(CO)C4C(O)CC5(C)C(C6=CC(=O)OC6)CCC5(O)C4CCC3(O)C2)C(O)C(O)C1O (configuration not stated)
#39 CCCOc1ccc(C(C)=O)cc1Cc1c(O)[nH]c(=S)[nH]c1=O
#40 CNC(C)(C)Cc1ccccc1
#41 CN(C)c1ccc(/C=C2/C(=O)NC(=O)N(CCc3ccc(F)cc3)C2=O)cc1
#42 CC(=O)Nc1ccccc1C(=O)C(=O)Nc1cccc(C(=O)N2CCC3(CC2)OCCO3)c1
#43 OC1/C(=C/c2ccc(C(F)(F)F)cc2)N2CCC1CC2 (configuration not stated)
#44 CCS(=O)(=O)NC(C)c1nnc2n1-c1ccc(Br)cc1C(c1ccccc1Cl)=NC2 (configuration not stated)

screen / no.	37	38	39	40	41	42	43	44
aDG glyco up	0.6	0.1	-0.1	0.0	0.0	-0.1	-0.5	0.1
MC4R ag barr	-0.7	16*	-2.3	0.6	-0.6	0.2	-2.6	-0.5
MC4R antagonist	-1	13	0	19	-4	20	-2	11
ABHD5 PLIN5 PPI	7	4	3	-4	-26	2	0	-1
ABCB6 inh MLPCN	96	104	103	100	111	97	102	90
HTR2A ag	2	-1	-3	-2	-6	4	-2	-2
H9c2 protect	-20	2	1	8	2	2	-6	-3
iPSC survival up	-0.8	-2.0	-0.6	3.4	-2.0	-0.8	0.9	0.2
N-glyco inh	-2	-18	4	1	4	-1	2	1
Granule exo inh	1	0	6	2	-2	-3	-6	2
